From PubChem BioAssay
S1P1 ag-PAM: agonists and agonism potentiators of human S1P1 receptor; P21453; S1P1 CRE-bla cells, forskolin, beta-lactamase FRET, potentiator mode; S1P1 agonist co-added at EC20, 2 nM; 100% = saturating reference agonist, 0% = basal; activation, % at 9.5 µM; 0.57% of 56,000 active; AID 449;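 active = activation above a cutoff set at the mean activation of all tested compounds plus 3 SD, cut at about 54% in these data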;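 note: forskolin at 4 µM as EC80 and the EC20 agonist is SEW2871; 100% = SEW2871 at its EC100 plus forskolin at EC80; some compounds past the cut are filed as inactive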
Jurkat viability: reduces viability or proliferation of Jurkat cells; Jurkat E6.1 viability, ATP luminescence, 48 h; inhibition, % at 4 µM; 1.2% of 56,000 active;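 active = inhibition above the mean inhibition of all tested compounds plus 3 SD, cut at about 28% in these data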
5HT1E ag: activates the human 5-HT1E serotonin receptor; CHO 5-HT1E Ga15 NFAT-bla reporter, FRET; 0% DMSO wells, 100% control agonist wells; activation, % at 6 µM; 0.69% of 65,000 active;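 active = activation above a set limit, the screen-wide mean activation plus 3 SD, cut at about 8.5% in these data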;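 note: 100% = positive control agonist at 1 µM giving full maximal response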
M1 antag: blocks the rat M1 muscarinic receptor response to acetylcholine | P08482 | CHO-M1 cells, Fluo-4 calcium, ACh EC80 antagonist mode; active compounds read low | B-score at 10 µM | 3.4% of 64,000 active | AID 628;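 active = calcium fluorescence response, raw or row-and-column corrected B-score, differing from the plate sample mean either way at a set confidence level, mostly lower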
5HT1E antag: blocks the human 5-HT1E serotonin receptor; CHO 5-HT1E Ga15 NFAT-bla reporter, FRET, antagonist; 0.99% of 65,000 active; P28566; AID 571; inhibition, % at 6 µM;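 active = inhibition above a set limit, the mean inhibition across every tested compound plus 3 SD, cut at about 29% in these data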;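 note: signal is the 460 over 535 nm emission ratio of beta-lactamase substrate; 0% = agonist plus DMSO wells and 100% = wells without agonist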
HEK293 NFkB inh: inhibitors of the PMA/ionomycin-induced NF-kB reporter in HEK293 cells; HEK-293 NF-kB luciferase reporter, luminescence; inhibition, % at 3 µM; 0.21% of 62,000 active; AID 465;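 active = inhibition above the mean of all tested compounds plus 3 SD, cut at about 40% in these data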;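 note: 0% = stimulated DMSO wells and 100% = 10 µM reference inhibitor 5653914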
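System: NF-kB luciferase reporter HEK-293 cells | Replication: Single test | Control set: DMSO vs reference inhibitor | Evaluation: % inhibition | Schedule: 1 h pretreatment, 16 h stimulation, 37 °C | Probe or stimulus: PMA with ionomycin | Compound dosing: One dose, 3 µM | Detection: Luciferase luminescence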
S1P3 ag: S1P3 (human) receptor agonism; activation, % at 4.5 µM; 0.1% of 60,000 active; Q99500; S1P3 NFAT-BLA reporter cells, FRET ratio; relative to 1 µM S1P, basal subtracted; AID 373;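 active = activation above the screen-wide mean plus 3 SD, cut at about 4.5% in these data, passing the limit was not always enough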; note: some compounds called inactive have numbers as strong as hits
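Assay system: CHO cells stably expressing human S1P3, Gα16 and NFAT-β-lactamase reporter. Timing: overnight plating, 4 h compound 37 °C, 2 h substrate RT. Signal: β-lactamase FRET emission ratio 460/535 nm. Measure: percent activation versus median 1 µM S1P response, basal-subtracted, per plate. Repeats: primary screen single test, confirmation screen in triplicate.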
HER2 expr 66K: Her2 kinase expression inhibition | P04626 | HER2 level % of control, % at 10 µM | 0.69% of 65,000 active | SKBR-3 HER2 protein level, AlphaScreen, 18-24 h; active compounds read low;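 active = HER2 level under 5% of the carrier-only control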;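 note: 100% = DMSO carrier and 0% = 500 nM PU-H71 HSP90 inhibitor; lower value means stronger loss of Her2 protein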
Target sequence (P04626 whole entry, looked up): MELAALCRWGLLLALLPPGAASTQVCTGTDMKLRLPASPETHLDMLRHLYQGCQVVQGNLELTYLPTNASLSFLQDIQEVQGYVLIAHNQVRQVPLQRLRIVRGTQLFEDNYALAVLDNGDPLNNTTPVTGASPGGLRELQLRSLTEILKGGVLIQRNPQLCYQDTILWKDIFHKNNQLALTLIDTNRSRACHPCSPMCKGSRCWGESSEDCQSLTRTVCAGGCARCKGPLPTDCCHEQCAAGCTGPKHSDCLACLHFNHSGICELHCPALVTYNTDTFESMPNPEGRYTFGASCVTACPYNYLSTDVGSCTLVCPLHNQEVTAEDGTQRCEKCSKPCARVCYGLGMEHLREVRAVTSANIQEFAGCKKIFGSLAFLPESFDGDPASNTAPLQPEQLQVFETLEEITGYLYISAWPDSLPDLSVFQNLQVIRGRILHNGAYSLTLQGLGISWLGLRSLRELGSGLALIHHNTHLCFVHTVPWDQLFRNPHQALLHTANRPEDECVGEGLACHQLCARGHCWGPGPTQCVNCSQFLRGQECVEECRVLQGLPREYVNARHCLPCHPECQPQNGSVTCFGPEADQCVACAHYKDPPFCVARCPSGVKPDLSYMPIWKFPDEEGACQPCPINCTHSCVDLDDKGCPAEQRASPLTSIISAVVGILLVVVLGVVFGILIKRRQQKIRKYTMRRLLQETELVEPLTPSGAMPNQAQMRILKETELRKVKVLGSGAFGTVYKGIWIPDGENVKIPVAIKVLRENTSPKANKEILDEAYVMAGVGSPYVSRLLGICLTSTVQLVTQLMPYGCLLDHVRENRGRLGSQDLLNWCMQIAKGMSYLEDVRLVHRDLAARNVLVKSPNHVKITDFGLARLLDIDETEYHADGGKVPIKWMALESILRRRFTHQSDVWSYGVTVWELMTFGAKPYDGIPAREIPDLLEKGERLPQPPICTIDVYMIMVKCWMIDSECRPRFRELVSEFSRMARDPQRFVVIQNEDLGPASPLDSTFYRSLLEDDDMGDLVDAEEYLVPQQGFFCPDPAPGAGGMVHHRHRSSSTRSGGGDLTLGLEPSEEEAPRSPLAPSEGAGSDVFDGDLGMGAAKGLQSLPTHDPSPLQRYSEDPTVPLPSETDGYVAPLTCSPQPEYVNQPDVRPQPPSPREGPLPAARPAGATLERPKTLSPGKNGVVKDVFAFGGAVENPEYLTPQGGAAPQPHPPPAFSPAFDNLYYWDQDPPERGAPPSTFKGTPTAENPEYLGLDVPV
M1 ag: agonists of M1 muscarinic receptor. 3% of 64,000 active. AID 626. B-score at 10 µM. CHO-M1 cells, Fluo-4 calcium fluorescence, agonist mode; active compounds read high;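 active = fluorescence rise, raw or as B-score row- and column-corrected plate score, outside the 99.7% band of its plate's samples, either direction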
The depositor's hits bear a star; / = no result given.

SMILES	S1P1 ag-PAM	Jurkat viability	5HT1E ag	M1 antag	5HT1E antag	HEK293 NFkB inh	S1P3 ag	HER2 expr 66K	M1 ag
COc1ccccc1CNC(=O)C(CCSC)NS(=O)(=O)c1ccc2c(c1)oc(=O)n2C (centres undefined)	-2	-6	0.0	0.52	0	-6	-0.1	102	0.0046
Cc1cccc2cc(COC(=O)C3CCCO3)c(=O)[nH]c12 (centres undefined)	-6	4	-0.4	-0.24	-11	17	0.1	111	1.3
CC1Cc2ccccc2N1S(=O)(=O)c1cccc(C(=O)c2nccn2C)c1 (centres undefined)	41	19	7.9	-1.7	21	-1	-1.0	74	-0.04
CCNS(=O)(=O)c1ccc2nc(NC(=O)c3cccnc3)sc2c1	-13	-2	0.1	0.11	-1	6	-0.5	104	-0.0009
O=S(=O)(Nc1ccc2c(c1)nc1n2CCN(Cc2ccccc2)C1)c1ccccc1	28	24	-0.5	0.93	10	17	-1.4	116	0.008
CC1CCN(C(=O)c2ccc(N(C)S(C)(=O)=O)cc2)CC1	2	0	-0.8	0.09	0	-4	-0.3	105	0
c1ccc(-c2nc(N3CCOCC3)c3ccccc3n2)nc1	1	0	-0.4	1.1	-8	0	-1.7	104	0.8
Cc1ccc2nc(SCC(=O)Nc3c(C)n(C)n(-c4ccccc4)c3=O)[nH]c2c1	10	3	0.2	-0.041	-13	13	0.1	82	2.9*
O=C(Nc1cccnc1)c1ccc(Oc2ccccc2)cc1	/	-7	0.3	-0.47	-15	12	0.4	94	-0.33
C=CCN1C(=O)CSc2ccc(C(=O)OCC)cc21	/	/	-0.3	-0.59	5	10	/	111	-0.6
CCCNC(=O)c1ccccc1C(=O)NCCC	-21	-1	-0.6	-1.8	-10	10	-0.6	119	-0.0077
Cc1nc2ccc(S(=O)(=O)N(C)CC(=O)N3CCc4ccccc43)cc2s1	5	-1	-0.4	0.1	4	-9	-1.0	84	-0.096
COC(=O)Cc1cc(=O)n(-c2ccccc2)[nH]1	-5	-4	-0.1	0.48	-6	0	-0.6	145	-0.31
CCn1c(Cc2ccccc2)nnc1SCC(=O)Nc1nc2ccccc2s1	5	0	-0.9	0.11	4	-1	-0.9	98	0.2
COCCNC(=O)C(c1ccc(F)cc1)N(Cc1ccco1)C(=O)CCC(=O)Nc1nccs1 (centres undefined)	-26	-1	-1.0	-0.13	-5	13	0.0	81	-0.55
CN1CCN(C(=O)c2cnn3c(C(F)(F)F)cc(-c4ccc5c(c4)OCO5)nc23)CC1	-10	-2	-0.7	-0.52	-3	-8	-0.6	108	0.47
COc1ccc(CCNC(=O)COC(=O)c2cnccn2)cc1	-16	-9	0.8	0.14	-11	4	-0.4	124	-0.49
COc1ccc(-c2nnc(Nc3nc4c(OC)cccc4s3)o2)c(OC)c1	-123	30	-0.6	0.45	-13	-11	-0.3	75	-0.59
CCOC(=O)c1c(NC(=O)CNCC(O)CO)sc(C)c1C (centres undefined)	-28	0	0.5	0.43	12	16	-0.3	100	-0.23
Cc1cc(C(F)F)n2ncc(C(=O)NCc3ccccc3C(F)(F)F)c2n1	0	-4	0.3	0.38	18	4	-0.8	94	-0.22
CC1CCCCC1N1CCN(C(=O)c2cccc(F)c2)CC1 (centres undefined)	-20	-2	-0.4	0.47	-6	10	-1.0	183	-0.88
O=C(O)C1CCCCC1C(=O)NCc1cn2ccccc2n1 (centres undefined)	-11	-3	0.8	-0.43	4	6	-0.3	89	0.61
COc1cccc(N2C(=O)C(O)=C(C(C)=O)C2c2ccc(OC)c(OC)c2)c1 (centres undefined)	6	/	0.1	0.57*	-17	/	-2.5	111	0.2
Cc1nc(NC(=O)CSc2ccccc2N)sc1C	-6	1	-0.5	0.017	0	-4	0.0	42	-0.53
COc1ccc(CNC(=O)c2onc(C)c2Cl)cc1	-13	-1	-0.3	0.015	1	9	-1.4	102	-0.21

Additional entries.
SMILES	S1P1 ag-PAM	Jurkat viability	5HT1E ag	M1 antag	5HT1E antag	HEK293 NFkB inh	S1P3 ag	HER2 expr 66K	M1 ag
O=c1cc(-c2ccccc2)nc2nc(COc3ccccc3)[nH]n12	-13	0	-0.3	0	-6	0	-0.3	114	0.083
CCOC(=O)c1sc(=S)n(CC)c1NC(=O)C1CC1	-12	-2	-0.5	-0.15	-3	23	-0.4	125	-0.015
Cc1cccc(OCCn2c(CCCO)nc3ccccc32)c1	/	/	-0.1	-0.4	3	6	/	101	0.066
CC(C)N(Cc1ccccc1)C(=O)c1cnc2n(c1=O)CCS2	-4	6	0.4	-0.22	17	9	-0.5	128	-0.01
O=C1OC(Nc2ccc(Br)cc2F)c2ccccc21 (centres undefined)	7	/	0.0	0.92	-7	/	-2.4	102	-0.15
Cc1cnn(C(=S)NCC2CCCO2)c1 (centres undefined)	-13	-6	0.0	0.79	-6	9	0.1	113	1.1
COc1cccc(C2c3c(oc4ccccc4c3=O)C(=O)N2CCCN2CCOCC2)c1OC (centres undefined)	5	-3	1.0	-0.38	-7	1	0.0	117	1.6
O=C(COc1ccc(F)cc1)Nc1nccs1	-9	11	0.5	-0.011	1	-23	-1.1	94	-0.19
Cn1nccc1C(=O)OCC(=O)Nc1nc(-c2ccccc2)cs1	12	-7	-0.2	-0.42	-2	6	-0.1	82	-0.45
O=C(CSc1nnc(-c2ccc(F)cc2)o1)c1ccc2c(c1)OCCO2	26	-4	-0.6	0.14	4	11	-0.4	72	0.82
COc1ccc(CNC(=O)CN(c2cccc(OC)c2)S(C)(=O)=O)cc1	-10	-2	-0.1	-0.025	-8	10	-0.5	89	-0.0058
CC(C)CCOc1ccc(Cl)cc1CN1CCOCC1	-1	/	0.0	0.66	18	/	-1.7	151	1.1
CC(=O)n1nc(-c2ccco2)nc1SCc1ccccc1	-6	1	-0.1	-0.72	3	5	-0.6	104	0.19
CCCCn1c(SCc2ccc(Cl)cc2)nc2c1c(=O)[nH]c(=O)n2C	-15	-2	-0.4	0.31	17	17	-0.4	54	0.35
CCSc1nnc(NC(=O)c2cc(C)on2)s1	4	4	-1.1	/	10	2	-1.5	99	/
COc1ccc(NC(=O)CN2CCN(CC(=O)Nc3ccccc3Cl)CC2)cc1	-5	-5	0.6	-0.17	-7	14	0.1	79	-0.5
CCC(C)NC(=O)C(Cc1ccccc1)NS(=O)(=O)c1cccc2nsnc12 (centres undefined)	14	2	0.4	-2	-10	27	-1.3	76	0.0097
CCCOc1c(OC)cccc1C1CC(=O)Nc2cc(OC)c(OC)c(OC)c21 (centres undefined)	-24	3	-1.6	-0.33	-13	98*	-1.2	80	0.0063
CCN1CCCC1CNC(=O)CS(=O)(=O)Cc1nc(-c2ccccc2C)oc1C (centres undefined)	-16	7	-1.4	-0.071	13	10	5.8	90	-1.6
COC(=O)c1cc2c(ccn2-c2ccc(F)cc2)n1CC(=O)N1CCN(C(=O)c2ccco2)CC1	-72	0	-1.0	0.91	2	11	-0.7	70	0.59
Clc1ccc(NCc2nnc3n2CCCCC3)cc1	-5	4	0.7	0.19	-12	17	-0.6	140	1.2
COC(=O)c1ccccc1NC=C1C(=O)OC2(CCCCC2)OC1=O	-2	/	-0.7	-0.99	11	/	-1.6	121	-0.081
COc1cc(OC)cc(OCC(O)Cn2ccnc2C)c1 (centres undefined)	/	/	-1.3	-1.7	12	17	/	120	0.78
CC1=C(C(=O)OC2CCCCC2)C(c2ccc(C)o2)C2=C(CC(C)(C)CC2=O)N1 (centres undefined)	13	2	0.8	-0.11	11	12	-1.2	196	0.12
CCN(CC)c1nc(C#N)cc(-c2ccc(OC)cc2)n1	-4	41*	0.7	1.3	23	38	-0.9	50	0.028

Single records (already shown). Values in the order: S1P1 ag-PAM, Jurkat viability, 5HT1E ag, M1 antag, 5HT1E antag, HEK293 NFkB inh, S1P3 ag, HER2 expr 66K, M1 ag
`O=C1OC(Nc2ccc(Br)cc2F)c2ccccc21` (centres undefined) is listed as 7, /, 0.0, 0.92, -7, /, -2.4, 102, -0.15
`CCC(C)NC(=O)C(Cc1ccccc1)NS(=O)(=O)c1cccc2nsnc12` (centres undefined) is listed as 14, 2, 0.4, -2, -10, 27, -1.3, 76, 0.0097
`CCSc1nnc(NC(=O)c2cc(C)on2)s1` is listed as 4, 4, -1.1, /, 10, 2, -1.5, 99, /
`CC1=C(C(=O)OC2CCCCC2)C(c2ccc(C)o2)C2=C(CC(C)(C)CC2=O)N1` (centres undefined) is listed as 13, 2, 0.8, -0.11, 11, 12, -1.2, 196, 0.12
`COC(=O)c1cc2c(ccn2-c2ccc(F)cc2)n1CC(=O)N1CCN(C(=O)c2ccco2)CC1` is listed as -72, 0, -1.0, 0.91, 2, 11, -0.7, 70, 0.59

Later entries
SMILES	S1P1 ag-PAM	Jurkat viability	5HT1E ag	M1 antag	5HT1E antag	HEK293 NFkB inh	S1P3 ag	HER2 expr 66K	M1 ag
CCc1cc2c(=O)c(-c3cscn3)coc2cc1OC	36	-3	-0.1	0.068	4	-10	0.5	41	0.041
CCOC(=O)N1CCN(C(=O)CS(=O)(=O)c2cn(Cc3ccc(F)cc3)c3ccccc23)CC1	5	4	0.0	-1.5	0	5	-1.3	88	0.46
COc1ccc(S(=O)(=O)N2CCC(C(=O)N3CCOCC3)CC2)cc1	/	/	-0.6	1.2	-6	10	/	118	-1.9
C=CCn1c(SCc2cc(=O)n3ccsc3n2)nc2scc(C3CC3)c2c1=O	/	/	-0.2	-0.27	12	20	/	49	0.089
Cc1cccc(N=C(N2CCOCC2)P(=O)(N2CCOCC2)N2CCOCC2)c1	/	/	1.0	-0.09	0	-1	/	/	0.081
CCCn1c(C)cc(C(=O)COC(=O)c2ccc(Cl)c(S(=O)(=O)N3CCCC3)c2)c1C	/	/	2.2	-0.27	0	8	/	103	-0.056
CC(NC(=O)c1cccnc1)c1ccc2c(c1)OCO2 (centres undefined)	-16	-2	1.1	0.65	-2	-5	-1.2	112	0.32
O=C(O)c1cccc(NS(=O)(=O)c2ccc3nnn(O)c3c2)c1	/	/	1.1	0.1	1	19	/	111	0.19
COc1ccc2nc(NC(=O)C3CCCN(S(=O)(=O)c4cccc5nonc45)C3)sc2c1 (centres undefined)	/	/	-0.2	-0.017	-6	6	/	76	0.32
Cc1ccccc1-n1c(SCC(=O)N2CCOCC2)nc(O)cc1=O	8	1	0.0	0.16	3	12	-0.9	86	0.2
Fc1cccc(-c2cc3nc4c(c(N5CCOCC5)n3n2)CCCC4)c1	-12	1	-0.6	0.23	30*	15	0.1	105	0.52
NC(=O)CSc1nnc(-c2ccc(S(=O)(=O)N3CCOCC3)cc2)n1CC1CCCO1 (centres undefined)	-2	-7	-0.7	-2	6	-5	-1.2	113	0.44
CCOC(=O)NC(Nc1ccc(C)cn1)(C(F)(F)F)C(F)(F)F	-4	12	-1.4	0.02	8	9	-1.3	105	0.038
CC1CCc2c(nc3ncnn3c2N2CC(C)OC(C)C2)C1 (centres undefined)	-1	6	0.9	0.48	7	20	-1.6	93	-0.19
CC(=O)c1cccc(NC(=O)COc2nsnc2N2CCOCC2)c1	4	3	-1.1	-0.63	10	8	-1.0	82	-0.72
CCc1ccc(C(=O)NCC2COc3ccccc3O2)o1 (centres undefined)	-5	-7	-0.3	/	-14	-6	-1.2	89	/
CCOC(=O)c1ccc(NC(=O)CSc2ncccn2)cc1	-11	-4	-0.6	0.96	-10	8	0.3	99	-0.33
CCOc1ccc2[nH]c(C)c(CN3CCN(CC)CC3)c(=O)c2c1	-26	-6	0.3	-0.87	6	3	-0.9	68	0.21
